Assay outcomes as filed in PubChem.
PglD DTNB = C. jejuni PglD acetyltransferase inhibitors, primary screen, biochemical, DTNB colorimetric, single point. purified PglD enzyme, DTNB colorimetric CoA detection. inhibition, % at 12.5 µM. hit rate 0.098% among 360,000. AID 602405, 2012; in the data active = inhibition above about 16%, passing the limit was not always enough; inconclusive = no clear call, values can overlap the other calls; note: strong numbers were not always called active
miR122 inh = miR-122 Renilla sensor signal increase in Huh7, primary screen, miR-122 inhibitor project, cell-based, single point, plate reader | Huh7 miR-122 Renilla luciferase sensor, 48 h; neutral wells = 0, positive control = 100 | activation (reporter increase), % at 12.5 µM | hit rate 0.3% among 340,000;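 active = mean replicate activation score at least 90 and every replicate individually at or above 90; inconclusive = only one of the two criteria met; inactive = neither criterion met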;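 note: higher luciferase means less miR-122 activity so hits act as miR-122 inhibitors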
ERAP1 HTS inh = human ERAP1 aminopeptidase inhibitors, primary screen, biochemical, single point, plate reader | AID 652197, 2013 | recombinant ERAP1, Leu-AMC fluorescence, 60 min | hit rate 0.15% among 340,000 | inhibition, % at 10.7 µM;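 active = mean replicate inhibition of at least 30%, or all replicates individually reaching that 30% level; inactive = mean below 30% and not every replicate reaching it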;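 note: 0% = neutral control wells and 100% = L-leucinethiol positive control wells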
PGC1a acetyl inh = inhibitors of PGC1a acetylation signal, primary screen, cell-based, U2OS, AlphaScreen, inhibitor mode | inhibition, % at 15.6 µM | hit rate 0.17% among 350,000 | AID 651687, 2012 | AlphaScreen anti-acetyl-lysine; with virally co-expressed GCN5 acetyltransferase;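 active = every replicate shows inhibition of at least 40%; inconclusive = mean inhibition at least 40% but some replicate below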;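 note: 0% = neutral control wells and 100% = positive control wells; some results beyond the cut were filed as inactive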
Cneo AK release = Cryptococcus neoformans cell lysis inducers, primary screen, AK release luminescence, single concentration; C. neoformans lysis, adenylate kinase release luminescence, 4 h; normalised: neutral wells 0, clomiphene wells 100; lysis activity, % at 15 µM; hit rate 0.2% among 360,000;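 active = mean lysis activity across replicates of at least 80%, whatever share of replicates individually reach that level; inactive = mean lysis activity below 80%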
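Assay system: Cryptococcus neoformans yeast cells / Dosing: single-point compound dose / Timing: 4 h at 37 °C static, read 1 h later / Measured by: luminescence of released adenylate kinase using an AK detection reagent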
RAD52 inh = RAD52 DNA annealing inhibitors, primary screen, biochemical, FRET, single point, set 2 | DNA repair protein RAD52 homolog (Homo sapiens), P43351 | hit rate 0.46% among 360,000 | recombinant RAD52 DNA annealing, FRET fluorescence | inhibition, % at 18.7 µM | AID 651710, 2012;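 active = every replicate showing at least 50% inhibition; inconclusive = mean inhibition at least 50% but not in every replicate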
RAD54 inh = inhibitors of human RAD54 branch migration, primary screen, biochemical, fluorescence, single point | DNA repair and recombination protein RAD54-like (Homo sapiens), Q92698 | RAD54 Holliday junction branch migration, FAM/BHQ fluorescence | inhibition, % at 10.4 µM | hit rate 0.14% among 360,000 | AID 602329, 2012;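 active = mean normalized replicate activity at least 40 and at least half of replicates scoring 40 or more; inconclusive = only one of the two criteria met; inactive = mean below 40 and under half of replicates reaching 40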;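 note: 0% = median of neutral control wells and 100% = median of positive control wells; inhibitors cause a drop in the FAM fluorescence signal; in these data hits start at about 50%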
Target sequence (Q92698 whole entry, looked up): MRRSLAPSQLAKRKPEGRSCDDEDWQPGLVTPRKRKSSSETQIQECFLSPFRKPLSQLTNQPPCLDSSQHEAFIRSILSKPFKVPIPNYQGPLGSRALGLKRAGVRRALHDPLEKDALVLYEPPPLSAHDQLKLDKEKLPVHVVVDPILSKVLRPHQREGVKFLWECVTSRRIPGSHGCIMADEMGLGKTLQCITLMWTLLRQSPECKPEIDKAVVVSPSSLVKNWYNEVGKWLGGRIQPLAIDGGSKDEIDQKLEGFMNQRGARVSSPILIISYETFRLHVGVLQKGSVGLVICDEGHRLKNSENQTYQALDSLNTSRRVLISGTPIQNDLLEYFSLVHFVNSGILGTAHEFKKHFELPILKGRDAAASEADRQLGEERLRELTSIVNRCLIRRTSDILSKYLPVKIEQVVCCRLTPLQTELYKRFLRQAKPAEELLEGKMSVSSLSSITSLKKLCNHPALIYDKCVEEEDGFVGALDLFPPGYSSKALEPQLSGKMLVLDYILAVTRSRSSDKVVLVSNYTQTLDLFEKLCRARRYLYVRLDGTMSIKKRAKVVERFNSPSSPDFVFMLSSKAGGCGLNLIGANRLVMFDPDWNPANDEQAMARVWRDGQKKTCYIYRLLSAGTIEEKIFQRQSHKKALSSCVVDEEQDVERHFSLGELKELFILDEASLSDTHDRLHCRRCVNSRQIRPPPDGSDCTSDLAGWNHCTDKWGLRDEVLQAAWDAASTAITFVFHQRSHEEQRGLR
E-sel inducer = E-selectin induction in HUVECs, primary screen, imaging, HUVEC, immunofluorescence imaging, single point. P16581. normalized: neutral wells 0, TNF-alpha wells 100. activation, % at 7.58 µM. hit rate 0.37% among 260,000. AID 686992, 2013;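 active = mean E-selectin-positive cell signal at least 10% of the positive control, reached in at least 60% of replicates, without over 20% cell loss; inconclusive = no rule given, readout overlaps actives, possibly toxicity-flagged; inactive = the rest, including those meeting only one limit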;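 note: in these data hits start at about 27%; measured in HUVEC primary endothelial cells; signal is the percent of cells scored E-selectin positive by PE staining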
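assay system = HUVEC, human umbilical vein endothelial cells | input = 3,000 HUVEC seeded per well | medium = EGM-2 growth medium on 0.1% gelatin-coated wells | dosing = one compound dose added by pin transfer | signal = immunofluorescence imaging | read-out basis = % PE-positive cells | control set = TNF-alpha, DMSO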
Starred values were filed as active, the others as inactive; ? = inconclusive; . = no result given; [ ] = dose if it differs, or a comment.

Sequence of screens – PglD DTNB, miR122 inh, ERAP1 HTS inh, PGC1a acetyl inh, Cneo AK release, RAD52 inh, RAD54 inh, E-sel inducer
- COC(=O)c1cccc(NS(=O)(=O)c2cccs2)c1C
  2.3, 1.6, 1.2, -0.9, ., -5.6, -2.5, .
- C[C@@H]1CN([C@H](C)CO)C(=O)Cc2cc(NS(=O)(=O)c3ccc(F)cc3)ccc2O[C@H]1CN(C)Cc1ccc(C(=O)Nc2ccccc2N)cc1
  ., ., -0.7, 5.3, ., 12.7, ., 1.7
- Cc1ccc(-c2nnc(-c3ccc(NC(=O)Cc4cccs4)cc3)o2)cc1
  -2.3, ., -2.5, -21.8, -0.5, -11.2, -5.3, .
- CO[C@H]1CN(C)C(=O)c2ccc(NS(C)(=O)=O)cc2OC[C@@H](C)N(C(=O)C2CC2)C[C@H]1C
  -1.8, ., -2.7, 8.7, 2.7, 5.1, -2.8, -0.1
- CCOc1cccc2cc(-c3csc(NC(=O)CCC(=O)NCCN4CCCCC4C)n3)c(=O)oc12 (stereo not drawn)
  0.3, 1.2, -3.4, -10.2, -1.8, 8.7, 14.1, 0.0
- CCOC(=O)Cn1cnc2scc(-c3ccc(C)c(C)c3)c2c1=O
  2.8, -4.7, 2.8, -9.9, -2.5, -28.7, -2.2, .
- Cc1cc2oc(C(=O)NC3CCS(=O)(=O)C3)cc(=O)c2cc1C (stereo not drawn)
  -4.2, ., 0.6, 13.8, -2.1, -1.2, -2.0, .
- C[C@@H]1CN([C@H](C)CO)C(=O)c2cccc(NS(=O)(=O)c3cccs3)c2O[C@@H]1CN(C)C(=O)Nc1cccc2ccccc12
  -0.3, -7.5[16.7 µM], -0.7, -3.7, -4.5, 6.8, 19.9, 0.1
- CC(=O)N(C)C[C@H]1Oc2cc(/C=C/c3ccccc3)ccc2S(=O)(=O)N([C@@H](C)CO)C[C@@H]1C
  -0.5, -7.9[16.7 µM], 2.0, -10.5, -8.2, 4.3, 5.9, -0.2
- CN(C)C(=O)c1ccc(-c2ccc([C@@H]3[C@H](C#N)N(C(=O)C4CC4)[C@H]3CO)cc2)cc1
  -0.4, ., 2.5, -20.3, 1.3, -17.1, -26.1, 0.0

As entered above.
Entry of CN(C)C(=O)c1ccc(-c2ccc([C@@H]3[C@H](C#N)N(C(=O)C4CC4)[C@H]3CO)cc2)cc1 in Cneo AK release: 1.3
Entry of C[C@@H]1CN([C@H](C)CO)C(=O)Cc2cc(NS(=O)(=O)c3ccc(F)cc3)ccc2O[C@H]1CN(C)Cc1ccc(C(=O)Nc2ccccc2N)cc1 in E-sel inducer: 1.7

Carrying on:
Sequence of screens – PglD DTNB, miR122 inh, ERAP1 HTS inh, PGC1a acetyl inh, Cneo AK release, RAD52 inh, RAD54 inh, E-sel inducer
- Cc1nn(C)c(C)c1C(C)NC(=O)c1cc(COc2ccc(F)c(F)c2)on1 (stereo not drawn)
  0.2, -1.6, 2.8, 2.4, 0.6, -11.5, -1.2, -0.1
- O=C(Cc1ccccc1)NCC(=O)N1CCN(c2ccc(F)cc2)CC1
  0.2, -10.7, -4.2, -0.8, 0.4, -1.4, -7.7, 0.0
- Cc1ccc(OCc2ccc(C(=O)Nc3c(C)nn(Cc4c(F)c(F)c(F)c(F)c4F)c3C)o2)c([N+](=O)[O-])c1
  -2.2, -9.9, ., -16.0, 7.2, ., 4.7, .
- O=C(CCN1CCN(c2ccccn2)CC1)Nc1ccc(F)cc1
  -7.4, 1.1, ., 12.5, 1.2, ., -21.9, .
- COc1ccccc1CCNC(=O)CSc1ccc(-c2cccs2)nn1
  ., ., -2.0, -8.9, ., -6.0, ., 0.1
- C[C@H]1CN([C@@H](C)CO)C(=O)c2cc(NC(=O)Nc3ccc(F)cc3)ccc2O[C@@H]1CN(C)Cc1ccc(C(F)(F)F)cc1
  2.1, -0.4[16.7 µM], -0.6, -1.6, 8.1, -2.2, 0.7, -16.0
- C[C@@H]1CN([C@@H](C)CO)C(=O)c2cc(-c3cccc(C(=O)N(C)C)c3)cnc2O[C@@H]1CN(C)S(=O)(=O)c1ccc(F)cc1
  1.4, 1.1[16.7 µM], -0.5, -1.5, -3.4, -1.2, 3.8, 0.0
- CC1CCN(c2cc(C#N)c(C#N)cc2[N+](=O)[O-])CC1
  3.1, -9.0, ., -18.2, -5.8, ., -3.5, .
- O=P(O)(CCc1ccccn1)CN1CCCCC1
  -1.8, -2.2, ., -5.0, -0.5, ., -7.9, .
- C[C@H](CO)N1C[C@H](C)[C@H](CN(C)Cc2ccccc2)Oc2c(NS(=O)(=O)c3ccccc3)cccc2C1=O
  0.5, -5.3[16.7 µM], -0.3, -2.1, 0.9, 19.4, -18.6, -0.2
- Cc1ccc(C)c(N2CCN(S(=O)(=O)c3csc(C(N)=O)c3)CC2)c1
  4.3, ., -2.1, 2.6, -7.0, -7.9, -11.5, .
- Cn1cnc(CCNC(=O)C[C@@H]2CC[C@@H]3[C@H](COC[C@@H](O)CN3C(=O)Nc3ccc(C(F)(F)F)cc3)O2)c1
  -1.4, 1.5[16.7 µM], 1.6, 4.1, 10.4, 0.8, 1.5, 0.1
- Cn1ncc(C(=O)Nc2ccc(Cl)cc2)c1C(F)(F)F
  -1.3, 18.0, ., ?, -3.4, -10.2, -3.0, -0.1
- C=C(C)C(=O)OCC(=O)NCc1ccccc1
  ., ., 7.5, -0.7, ., -14.9, ., 0.3
- Cc1ccccc1-c1cnc(C(O)c2ccc(F)cc2C)[nH]1 (stereo not drawn)
  -0.4, 16.9, -13.2, 0.7, -0.3, -2.1, -3.6, -0.1
- C[C@H](CO)N1C[C@H](C)[C@@H](CN(C)Cc2cncnc2)Oc2ncc(-c3cncnc3)cc2C1=O
  0.6, -4.3[16.7 µM], -2.4, 9.0, -9.9, -1.6, -4.4, 0.2
- CCOC(=O)c1ccc(NC(=S)N2CCN(CCN=CC3=C(O)CC(c4ccccc4)CC3=O)CC2)cc1 (stereo not drawn)
  0.9, -7.2, 2.7, -6.7, -0.5, -62.3, 0.0, 0.2
- C[C@H](CO)N1C[C@H](C)[C@H](CN(C)Cc2ccncc2)Oc2cc(C#C[C@@H](C)O)ccc2S1(=O)=O
  -0.3, 9.6[16.7 µM], -0.2, -2.1, -1.1, 5.0, -5.6, 0.0
- CCC1CCCCN1Cc1c(O)ccc2c(=O)c(-c3ccccc3OC)coc12 (stereo not drawn)
  8.0, -1.3, -3.8, 10.9, 3.1, -5.2, -0.5, -0.1
- O=C(NCc1ccc(Cl)cc1)C1C2C=CC3(CN(Cc4cccnc4)C(=O)C13)O2 (stereo not drawn)
  0.5, -2.0, 1.9, -0.9, -3.9, -5.8, -15.3, .
- COCCn1c(N)c(N(Cc2ccccc2)C(=O)c2ccc(-c3ccc(Cl)cc3)o2)c(=O)[nH]c1=O
  -0.9, -7.8, 0.2, 7.7, -0.1, -8.5, -1.6, -1.6
- O=S(=O)(c1ccccc1)N1C[C@@H]2[C@H](c3ccccc31)[C@H](CO)N2Cc1ccc(F)cc1
  2.8, 3.2[16.7 µM], 2.6, 1.4, -10.4, -32.1, -1.9, -0.6
- Cc1cc(Br)ccc1NC(=O)c1sc2ncnc(N3CCN(c4ccccn4)CC3)c2c1C
  -0.5, 9.5, 0.5, 6.0, -4.0, -29.8, 7.1, .
- O=C(CCC(F)(F)F)N1CCC(CO)(CCc2ccccc2)CC1
  -1.5, 0.4, -0.4, ., -0.6, -8.9, -3.0, .
- O=C(NCC[C@H]1CC[C@@H](NS(=O)(=O)Cc2ccccc2)[C@@H](CO)O1)C1CCCC1
  -2.5, 23.3[16.7 µM], 0.1, 6.6, -0.7, -6.6, 13.1, -0.1
- Cc1nn(-c2cc(C)c3ccccc3n2)c2c1CCC2
  2.2, -2.5, ., ., 1.3, ., 7.2, .
- C[C@H](CO)N1C[C@H](C)[C@@H](CN(C)S(=O)(=O)c2ccc(Cl)cc2)OCc2ccccc2-c2c(n(C)c3ccccc23)C1=O
  -0.4, ., 2.1, -8.8, -2.9, 8.8, -2.8, -0.4
- O=C(NC1CCCC1)[C@H]1[C@H](CO)[C@H]2Cn3c(cccc3=O)[C@H]2N1C(=O)NC1CCCC1
  0.2, 1.5[16.7 µM], -2.4, ., -1.4, 10.9, -15.6, -0.2
- CC#CC(=O)N1CCC(Oc2cccc(C(=O)NCc3ccccn3)c2)CC1
  -4.5, ., -0.1, ., 1.6, -8.8, -2.1, -0.3
- CCN(CC)C(=O)CN1C(=O)COCC1=O
  8.5, ., -2.2, -1.0, -0.1, -3.1, -1.5, .

Rewritten with bars between the fields: entries from further up.
Molecule | PglD DTNB | miR122 inh | ERAP1 HTS inh | PGC1a acetyl inh | Cneo AK release | RAD52 inh | RAD54 inh | E-sel inducer
O=C(NCC[C@H]1CC[C@@H](NS(=O)(=O)Cc2ccccc2)[C@@H](CO)O1)C1CCCC1 | -2.5 | 23.3[16.7 µM] | 0.1 | 6.6 | -0.7 | -6.6 | 13.1 | -0.1
Cc1nn(-c2cc(C)c3ccccc3n2)c2c1CCC2 | 2.2 | -2.5 | . | . | 1.3 | . | 7.2 | .

Continuation.
Sequence of screens – PglD DTNB, miR122 inh, ERAP1 HTS inh, PGC1a acetyl inh, Cneo AK release, RAD52 inh, RAD54 inh, E-sel inducer
- CC(=O)O[C@H]1C(=O)[C@]2(C)[C@H]([C@H](OC(=O)c3ccccc3)[C@]3(O)C[C@H](OC(=O)[C@H](O)[C@@H](NC(=O)c4ccccc4)c4ccccc4)C(C)=C1C3(C)C)[C@]1(OC(C)=O)CO[C@@H]1C[C@@H]2O
  -2.6, 17.4, -5.6, -15.0, -0.2, -4.6, -8.9, 0.4
- C[C@H](CO)N1C[C@H](C)[C@@H](CN(C)C(=O)Nc2ccccc2)OCCCC[C@H](C)Oc2ccc(NC(=O)NC3CCCCC3)cc2C1=O
  -3.7, -2.9[16.7 µM], -1.4, -0.7, -2.9, -1.8, -11.2, .
- Cc1ccc(NC(=O)C2C3CCC(O3)C2C(=O)O)cc1C (stereo not drawn)
  2.0, 5.7, -1.3, 4.2, 5.3, -13.0, -0.7, 1.9
- O=[N+]([O-])c1cc(/C=N\Nc2nc(-c3ccccc3)cs2)ccc1O
  ., 2.4, 12.4, -5.7, ., -0.8, ., .
- COc1ccc(C2=NOC(C(=O)NCc3cccnc3)C2)cc1OC (stereo not drawn)
  1.0, -6.6, -0.2, 9.1, 2.5, -10.7, 3.1, -0.1
- CC(OC(=O)c1ncc(Cl)c(Cl)c1Cl)C(=O)NC1CCCCC1C (stereo not drawn)
  1.5, 5.4, -1.8, ., -0.6, 0.2, -2.7, .
